# Screening data (PubChem BioAssay)
# TRb-SRC2 inh – inhibitors of human thyroid hormone receptor beta-SRC2 interaction; P10828; TRbeta-SRC2 peptide binding, fluorescence polarization; receptor liganded with 1 µM T3; Potency, µM (titrated, usually from 106 µM), for the others: top-dose activity change, negative = inhibition, usual class: inhibitors; 280,000 compounds, 0.065% hits;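 also: plate controls were bound peptide for no effect and peptide without receptor for full effect; nearly all actives have a fitted effect of over 50% in size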
# Target sequence (P10828 whole entry, looked up): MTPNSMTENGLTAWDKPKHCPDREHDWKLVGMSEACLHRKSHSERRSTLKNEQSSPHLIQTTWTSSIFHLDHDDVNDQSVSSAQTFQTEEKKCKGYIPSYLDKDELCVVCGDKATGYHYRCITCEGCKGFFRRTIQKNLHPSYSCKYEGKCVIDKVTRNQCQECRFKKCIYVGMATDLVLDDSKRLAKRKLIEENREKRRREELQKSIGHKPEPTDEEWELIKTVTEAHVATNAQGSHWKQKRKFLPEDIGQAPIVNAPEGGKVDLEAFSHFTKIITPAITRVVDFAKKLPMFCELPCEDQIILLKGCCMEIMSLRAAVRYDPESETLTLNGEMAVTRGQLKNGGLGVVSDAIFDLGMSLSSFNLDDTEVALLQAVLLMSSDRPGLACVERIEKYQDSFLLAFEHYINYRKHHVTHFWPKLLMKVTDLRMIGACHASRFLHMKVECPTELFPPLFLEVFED
#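 Polarization signal, normalized between peptide-alone and full complex controls, measured compound effects on T3-liganded human TRb LBD (0.6 uM) binding 20 nM Texas Red SRC2 peptide after 5 hr.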
# ALDH1A1 block – inhibitors of human aldehyde dehydrogenase 1A1; AID 1030; 220,000 compounds, 7.3% hits; Potency, µM (top dose mostly 75.3 µM), inactives show top-dose activity, negative = inhibition, actives largely listed as inhibitors; P00352; Purified ALDH1A1, NADH fluorescence, propionaldehyde substrate; active = well fitted inhibition curve with a large enough effect, not every such curve was filed as active; inconclusive = small, poorly fitted or top-dose-only effect, or another doubt; inactive = no such curve, though single readings can be large or run the other way;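 also: plate controls were no enzyme wells and a reference inhibitor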
# RGS12 GoLoco inh – inhibitors of human Gai1-RGS12 GoLoco interaction (red fluorophore); Potency, µM (doses to about 61.6 µM), for the others: at the highest dose activity, negative = inhibition, most hits filed as inhibitors; AID 880; 230,000 compounds, 0.44% hits; Gai1:RGS12 GoLoco peptide FP, rhodamine, 10 min; active = well fitted inhibition curve with a large enough effect, not every such curve was filed as active; inactive = no such curve, though single readings can be large or run the other way; also: % is scaled to controls: 0 for no effect and ±100 for the full control effect; nearly all actives have a fitted effect of over 30% in size; many of its hits are not listed in these tables
# Target sequence (P63096 whole entry, looked up): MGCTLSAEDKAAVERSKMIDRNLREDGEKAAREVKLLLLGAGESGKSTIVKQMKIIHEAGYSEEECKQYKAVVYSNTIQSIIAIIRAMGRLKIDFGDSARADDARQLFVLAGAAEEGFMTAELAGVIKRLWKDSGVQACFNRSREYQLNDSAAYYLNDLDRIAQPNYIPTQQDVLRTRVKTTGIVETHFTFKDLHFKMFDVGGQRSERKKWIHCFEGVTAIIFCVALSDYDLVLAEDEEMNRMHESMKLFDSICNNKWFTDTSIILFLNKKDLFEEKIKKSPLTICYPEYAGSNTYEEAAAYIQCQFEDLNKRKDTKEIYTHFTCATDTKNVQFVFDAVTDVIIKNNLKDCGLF
# KDM4E inh – blocks human JMJD2E demethylase activity | 230,000 compounds, 1.6% hits | JMJD2E catalytic domain, FDH-coupled NADH fluorescence (FDH is formaldehyde dehydrogenase) | Potency, µM (series often up to 57.1 µM), inactives show at the top dose activity change, negative = inhibition, hits mostly inhibitors | AID 2147 | B2RXH2; active = well fitted inhibition curve with a large enough effect, not every such curve was filed as active; inconclusive = small, poorly fitted or top-dose-only effect, or another doubt; inactive = no such curve, though single readings can be large or run the other way;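 also: 0% = wells with enzyme and -100% = buffer wells without enzyme; nearly all actives have a fitted effect of over 50% in size; many of its hits are not listed in these tables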
# SMN2 splice up – SMN2 splice variant enhancement; HEK293 SMN2-luciferase splicing reporter, luminescence, 30-36 h; Potency, µM (titrated, usually from 46.1 µM), for the others: top-dose activity change, positive = activation, actives largely listed as activators; 210,000 compounds, 2.8% hits; AID 1458; also: % of control where 0% means no effect; nearly all actives have a fitted effect of over 55% in size
#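 HEK293 cells carry an SMN2 […]–luciferase reporter in which exon 7 inclusion puts luciferase in frame. Cells were plated 10-12 h before compound addition, then incubated 30-36 h at 37C. ONE-Glo luminescence was read; sodium butyrate at 4.5 mM final served as control.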
# TR SRC2 fluor cs – counter-screen for TRb-SRC2 inhibitors: fluorescence interference. TRb/SRC2 Texas Red total fluorescence interference. Potency, µM (series often up to 106 µM), for inactives: at the top dose fluorescence change, negative = quenching. 280,000 compounds, 0.29% hits; active = well fitted curve in either direction with a large enough effect; inconclusive = small, poorly fitted or top-dose-only effect; also: % is scaled to controls: 0 for no effect and ±100 for the full control effect
#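 Human TRβ ligand-binding domain (0.6 uM) and Texas Red SRC2 peptide (20 nM) in Tris buffer with 1 uM T3 and 5% DMSO were incubated with pinned compound for 5 hr at ambient temperature. Total fluorescence was computed as S + 2P (555/632 nm).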
# LMNA splice mod – modulators of lamin A splicing. HeLa LMNA splicing GFP/RFP minigene ratio, 48 h. Potency, µM (highest dose often 46.1 µM), for inactives: at the highest dose ratio change, negative = inhibition, hits mostly inhibitors. 200,000 compounds, 0.01% hits. AID 1487; active = well fitted inhibition curve with a large enough effect in the signal ratio, with a control signal flat, not every such curve was filed as active; inconclusive = small, poorly fitted or top-dose-only effect, or effect the other way, or a change in a side signal; the % refers to the signal ratio; also: % is scaled to controls: 0 for no effect and ±100 for the full control effect
#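 Read-out is the ratio of GFP to DsRed2 object intensity, acquired by 488 nm laser-scanning cytometry on HeLa lamin A-EGFP minigene reporter cells. Compound incubation 48 hrs at 37 °C in Opti-MEM with 2% FBS; DMSO 0.5% final.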
# RECQ1 inh – inhibitors of human RECQ1 DNA helicase | RECQ1 DNA unwinding, red fluorescence kinetic read | Potency, µM (doses to about 57.3 µM), for inactives: at the top dose activity, negative = inhibition, usual class: inhibitors | 240,000 compounds, 0.54% hits;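 also: plate controls were vehicle for no effect and no enzyme for full effect; nearly all actives have a fitted effect of over 30% in size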
#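 RECQ1T1 50 nM; forked duplex (20 bp + 30-nt ss tails) 200 nM, ATP 2 mM final; pH 8.0, 2 mM MgCl2, 2.5 ug/ml poly(dI-dC); 15 min compound preincubation; discontinuous kinetic read over 2 h at RT.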
# * = called active by the depositor; i = inactive; ? = inconclusive; . = not tested or not shown; & = joins results of further samples; [ ] = dose if it differs, or a comment. Unless noted, calls follow the shape of the dose curve; as a rule, active = well fitted curve in the direction sought with a large enough effect; inconclusive = small, poorly fitted or top-dose-only effect, or another doubt; inactive = no such curve, though single readings can be large; an effect the other way counts as inactive or inconclusive. Potency is read from the fitted curve at half-maximal effect.
SMILES,TRb-SRC2 inh,ALDH1A1 block,RGS12 GoLoco inh,KDM4E inh,SMN2 splice up,TR SRC2 fluor cs,LMNA splice mod,RECQ1 inh
O=C(O)C1CCCCC1C(=O)NCCc1ccccc1 (stereo not drawn),10.5%,6.4%,11.1%,4.7%,7.7%,-2.7%,-0.9%,10.0%
Cc1cc(NC(=O)C(=O)NCc2cccc(Cl)c2)no1,2.2%,.,-3.7%,3.2%,.,-0.1%,.,i
Nc1nc(Sc2ccc(C(F)(F)F)cn2)n[nH]1,4.2%,21.0%,-2.1%,3.6%,-1.1%,1.8%,19.2%,?
COc1ccccc1NS(=O)(=O)c1cc([N+](=O)[O-])ccc1N/N=C/c1sc(N2CCOCC2)nc1-c1ccccc1,13.9%,?,173.0%[activator],-5.8%,-34.5%[inhibitor],-0.3%,-3.1%,-6.2%
Cc1ccc(C(=O)OCC(=O)NCc2cccs2)cc1C,1.6%,10.2%,0.0%,4.0%,1.8%,4.9%,6.2%[46 µM],i
CCOc1cc(C(=O)OCC(=O)c2c(C)[nH]c3ccccc23)ccc1OCC(=O)N1CCOCC1,1.2%,6.9%,7.9%,-8.4%,-17.8%,2.8%,-11.8%,-13.8%
O=S(=O)(Cc1ccccc1)Nc1ccc(S(=O)(=O)N2CCCC2)cc1,0.3%,.,3.1%,19.4%,.,-0.5%,.,-2.3%
Cc1nc(N2CCCCC2)c2c(C)c(C(=O)Nc3ccccc3C(F)(F)F)sc2n1,-4.8%,?,14.6%,?,-25.3%,-3.6%,.,i
COC(=O)C1=C(C(=O)OC)C(c2ccccc2O)c2sc(=O)[nH]c2S1 (stereo not drawn),-0.2%,?,1.3%,?,0.9%,-1.1%,-7.8%,?
CCCCn1c(=O)[nH]c(=O)c2c1nc(-c1ccccc1F)n2Cc1ccccc1,3.9%,?,10.1%,?,-84.9%[inhibitor],-0.5%,4.9%[46 µM],-13.9%
Cc1nnc2ccc(Oc3ccc(-c4ccccc4)cc3)nn12,5.7%,-14.7%,6.2%,4.5%,-38.6%[inhibitor],0.1%,?,-8.6%
N#Cc1cccc(NC(=O)COc2ccc(-n3ccnc3)cc2)c1,-2.0%,1.0%,-13.6%,6.4%,-14.4%,4.7%,?,-18.7%
CCOc1ccc(/C=N/Nc2nc(=O)[nH]nc2C)cc1OC,0.0%,-1.6%,5.3%,-11.9%,.,0.9%,.,i
C/C(=N\Nc1ncc(Cl)cc1Cl)c1ccc(OC(F)F)cc1,-0.9%,7.1%,44.7%[activator],-5.1%,?,-4.4%,-6.6%,-5.5%
CC(C)NC(=O)N1CC[C@@]2(CCCN(C(=O)c3cc(C(F)(F)F)cc(C(F)(F)F)c3)C2)C1,.,-1.2%,0.0%,.,-1.9%,.,.,-13.7%
COc1ccc(/C=N/NC(=O)c2ccc3nc[nH]c3c2)cc1,3.8%,4.7%,-5.8%,-19.9%,.,-2.7%,.,i
O=C(/C=C/c1cccs1)Nc1ccc([N+](=O)[O-])cc1,1.2%,?,0.3%,-0.5%,?,-10.3%,-8.3%,-1.8%
CC(/C=N/NC(=O)Cn1cnc2ccccc21)=C\c1ccccc1,4.9%,?,4.5%,0.3%,-44.4%[inhibitor],9.0%,?,-2.6%
CN(Cc1ccccc1)C(=O)COc1ccc(Br)cc1Cl,-1.6%,.,7.7%,2.3%,.,-2.3%,.,-5.6%
COc1cccc(C(=O)Nc2c[nH]c(=O)[nH]c2=O)c1,-7.9%,.,30.6%[activator],1.4%,.,0.0%,.,-8.8%
CC(=O)N1CCN(C(=O)CNc2cc(C(F)(F)F)ccc2OCC(F)(F)F)CC1,-3.3%,-0.2%,4.7%,10.0%,-3.3%,0.4%,-0.4%,i
COC(=O)CSc1nnc(CNC(=O)c2ccccc2OC)n1C,8.9%,-2.9%,-3.6%,11.4%,-9.6%,1.0%,4.1%,-9.9%
Cc1ccc(Nc2nc(C)c(CCC(C)C)c(=O)[nH]2)cc1,5.5%,3.0%,5.2%,-2.5%,-37.1%[inhibitor],2.9%,2.3%,i
Cc1cc(C)c2cc(C#N)c(NCCNC(=S)NCCCN3CCOCC3)nc2c1,4.3%,?,11.6%,?,-27.9%,-3.3%,?,i

# A portion from further up, for reference:
SMILES,TRb-SRC2 inh,ALDH1A1 block,RGS12 GoLoco inh,KDM4E inh,SMN2 splice up,TR SRC2 fluor cs,LMNA splice mod,RECQ1 inh
CC(=O)N1CCN(C(=O)CNc2cc(C(F)(F)F)ccc2OCC(F)(F)F)CC1,-3.3%,-0.2%,4.7%,10.0%,-3.3%,0.4%,-0.4%,i
COC(=O)CSc1nnc(CNC(=O)c2ccccc2OC)n1C,8.9%,-2.9%,-3.6%,11.4%,-9.6%,1.0%,4.1%,-9.9%
Cc1ccc(Nc2nc(C)c(CCC(C)C)c(=O)[nH]2)cc1,5.5%,3.0%,5.2%,-2.5%,-37.1%[inhibitor],2.9%,2.3%,i
Cc1cc(C)c2cc(C#N)c(NCCNC(=S)NCCCN3CCOCC3)nc2c1,4.3%,?,11.6%,?,-27.9%,-3.3%,?,i

# Further records follow.
SMILES,TRb-SRC2 inh,ALDH1A1 block,RGS12 GoLoco inh,KDM4E inh,SMN2 splice up,TR SRC2 fluor cs,LMNA splice mod,RECQ1 inh
CC(C)(C)NC(=O)CSCc1c(Cl)cccc1Cl,4.2%,4.8%,-0.7%,3.3%,-6.0%,-4.0%,3.4%,i
O=C(NCC1CCCO1)C(c1cccs1)N(Cc1ccccc1)C(=O)c1ccc(-c2ccccc2)[nH]1 (stereo not drawn),-1.6%,?,21.5%,?,-32.2%[inhibitor],-3.6%,?,-1.2%
Cn1c(=O)[nH]c(=O)c2c1nc(NC1CCCCC1)n2CC(=O)NC1CCCCC1,6.8%,1.7%,5.9%,0.3%,-9.7%,2.5%,0.5%,-9.1%
COc1ccc2nc(NC(=O)CN(c3ccc(C)cc3)S(=O)(=O)c3c(C)nn(C)c3C)sc2c1,-26.6%[53 µM],-6.1%,-0.1%,-1.7%,-36.5%[inhibitor],-2.4%[53 µM],-2.8%[0.0737 µM],-9.1%
CCn1c(O)c(/C=N/N=C/c2ccccc2)c2ccc(C3=NNC(=O)CC3)cc21,-5.4%,-9.4%,10.5%,-7.4%,-10.1%,-4.4%,2.2%,-11.0%
COc1ccc2nc(NNC(=O)C3COc4ccccc4O3)sc2c1 (stereo not drawn),3.1%,-10.8%,1.9%,?,-3.2%,-6.5%,0.6%,-8.5%
CCNc1nc(Oc2ccc(=O)n(-c3ccccc3)n2)nc(N(C)C)n1,-2.8%&5.9%,1.0%,-1.8%,-0.6%,-6.5%&9.5%,-2.1%&-6.1%,3.8%,i
COc1cccc(-n2nc(C(=O)N3CC(C)CC(C)C3)c3ccccc3c2=O)c1 (stereo not drawn),1.8%,-2.6%,2.3%,-0.7%,13.0%,3.8%,13.0%,i
Cn1c(Oc2ccc(Cl)c3cccnc23)nc2c1c(=O)n(Cc1ccccc1Cl)c(=O)n2C,3.9%,11.0%,3.0%,-4.8%,-11.6%,-3.9%,10.1%[0.0737 µM],-11.8%
Cc1occc(=O)c1O,-5.5%&-4.2%&13.8%,-0.8%&4.9%&2.4%,0.7%&1.6%&11.5%,15.8µM*,12.9%&0.3%&-9.7%,-1.8%&-0.6%&-1.8%,?,-5.3%&-7.7%&-4.5%
Cn1cc(/C=C(\C#N)C(=O)Nc2ncc(Cc3ccc(Cl)cc3)s2)c2ccccc21,3.1%,-1.8%,38.8%[activator],11.2%,-10.3%,-2.6%,6.3%,-7.9%
O=C(O)c1ccc(CSc2nc3ccc(NC(=O)c4ccccc4C(=O)O)cc3s2)cc1,-7.0%,12.3%,6.5%,-25.0%,19.3%,-6.8%,-17.4%[46 µM],-15.8%
c1ccc(Cc2nnc(N3CCCCC3)c3ccccc23)cc1,-6.1%,-7.9%,8.4%,6.2%,-17.2%,-1.5%,12.5%[46 µM],-4.0%
COc1cccc(CN2CCN(Cc3nc(-c4cccc(F)c4F)oc3C)CC2=O)c1,-0.2%,25.1µM*,10.2%,-5.1%,-5.6%,-2.4%,?,-7.1%
Cc1ccc(Cc2cnc(N)s2)o1,-1.5%,?,29.4%,-27.9%,-1.9%,?,15.1%,?
CCN(CC)S(=O)(=O)c1ccc(C(=O)N(c2ccccc2)C2C=CS(=O)(=O)C2)cc1 (stereo not drawn),-2.0%,-10.4%,5.4%,12.3%,-3.3%,0.5%,.,i
C/C(Cl)=C\CSc1nnc2n(N)c(=O)c3ccccc3n12,3.8%,17.8µM*,-3.7%,4.4%,-6.4%,1.9%,-8.3%,-17.5%
CCOC(=O)Cc1csc(NC(=O)CSc2nnc(C3CC3)n2C)n1,1.0%,5.0%,-1.1%,6.6%,-4.4%,-5.5%,-5.8%,i
Cc1ccnc(NC(=O)c2cccc(NC(=O)COc3ccccc3)c2)c1,0.0%,0.7%,2.0%,9.8%,28.9%,0.0%,19.0%,-10.3%
CCOC(=O)c1c(NC(=S)Nc2ccc(Cl)cc2)sc2c1CCN(C)C2,3.9%,25.1µM*,21.7%,?,6.6%,-1.7%,-0.5%,7.1%
COCCCn1c(SCc2ccc(OC)cc2)nc2cc(OC)c(OC)cc2c1=N,6.9%,-9.7%,6.2%,?,-2.1%,0.4%,6.4%,-5.3%
COc1ccc2c(c1)O/C(=C\c1sccc1C)C2=O,7.5%,-4.5%,7.9%,?,?,-5.9%,-2.5%,-10.0%
CCCCNC1C(CC)C(CCC)C(C#N)(C#N)C1(C#N)C#N (stereo not drawn),18.6%,-4.4%,28.2%,-15.0%,-15.1%,7.4%,?,-4.3%
CC(OC(=O)Cn1c(C(F)(F)F)nc2ccccc21)C(=O)N1CCCc2ccccc21 (stereo not drawn),2.1%,-6.4%,-3.1%,-2.4%,2.8%,0.2%,-19.6%,16.9%
COCCCNCCCCOc1ccc(Br)cc1C,-2.8%,3.5%,-0.2%,?,2.4%,1.9%,2.6%,i

# A portion of the library; rates above refer to the full screens.
